# Bioassay records (PubChem)
# BLM helicase inh: Bloom syndrome helicase (human) inhibition; Potency, µM (highest dose often 56.1 µM), for the others: at the top dose activity change, negative = inhibition, actives largely listed as inhibitors; P54132; recombinant BLM DNA unwinding, fluorescence dequenching; 350,000 tested, 0.2% active; AID 2528;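 note: plate controls were vehicle for no effect and no enzyme for full effect; nearly all actives have a fitted effect of over 35% in size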
# APEX1 inh: APE1 (human) endonuclease inhibition. recombinant APE1, TAMRA/BHQ-2 abasic DNA cleavage fluorescence. Potency, µM (highest dose often 65.8 µM), inactives show at the highest dose activity change, negative = inhibition, most hits filed as inhibitors. 350,000 tested, 0.35% active. AID 2517;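 note: plate controls were vehicle for no effect and reference inhibitor for full effect; nearly all actives have a fitted effect of over 55% in size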
#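 Enzyme (0.75 nM final) and test compound are incubated 15 min at room temperature before adding 50 nM quenched THF abasic-site duplex. Cleavage dequenches TAMRA, followed at 525/598 nm over three reads one minute apart.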
# BAZ2B block: blocks human BAZ2B. 360,000 tested, 4.4% active. AlphaScreen BAZ2B-H3K14Ac peptide displacement. Potency, µM (series often up to 114 µM), for the others: at the highest dose activity change, negative = inhibition, most hits filed as inhibitors. Q9UIF8; note: % is set by controls: 0 for no effect and ±100 for the full control effect; nearly all actives have a fitted effect of over 60% in size
#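 AlphaScreen displacement: compounds (up to 110uM) incubated 30 min at room temperature with a preformed 50 nM BAZ2B/50 nM biotinylated H3K14Ac peptide complex in PBS pH 7.4 with Tween-20. Donor and acceptor beads at 10 ug/mL final added, 20 min light-protected before reading.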
# POLH inh: blocks human DNA polymerase eta activity; Potency, µM (top dose mostly 114 µM), for the others: at the top dose activity change, negative = inhibition, hits mostly inhibitors; recombinant Pol eta, fluorescent DNA replication assay; AID 588591; 390,000 tested, 1.2% active; note: % is set by controls: 0 for no effect and ±100 for the full control effect
# Target sequence (Q9Y253 whole entry, looked up): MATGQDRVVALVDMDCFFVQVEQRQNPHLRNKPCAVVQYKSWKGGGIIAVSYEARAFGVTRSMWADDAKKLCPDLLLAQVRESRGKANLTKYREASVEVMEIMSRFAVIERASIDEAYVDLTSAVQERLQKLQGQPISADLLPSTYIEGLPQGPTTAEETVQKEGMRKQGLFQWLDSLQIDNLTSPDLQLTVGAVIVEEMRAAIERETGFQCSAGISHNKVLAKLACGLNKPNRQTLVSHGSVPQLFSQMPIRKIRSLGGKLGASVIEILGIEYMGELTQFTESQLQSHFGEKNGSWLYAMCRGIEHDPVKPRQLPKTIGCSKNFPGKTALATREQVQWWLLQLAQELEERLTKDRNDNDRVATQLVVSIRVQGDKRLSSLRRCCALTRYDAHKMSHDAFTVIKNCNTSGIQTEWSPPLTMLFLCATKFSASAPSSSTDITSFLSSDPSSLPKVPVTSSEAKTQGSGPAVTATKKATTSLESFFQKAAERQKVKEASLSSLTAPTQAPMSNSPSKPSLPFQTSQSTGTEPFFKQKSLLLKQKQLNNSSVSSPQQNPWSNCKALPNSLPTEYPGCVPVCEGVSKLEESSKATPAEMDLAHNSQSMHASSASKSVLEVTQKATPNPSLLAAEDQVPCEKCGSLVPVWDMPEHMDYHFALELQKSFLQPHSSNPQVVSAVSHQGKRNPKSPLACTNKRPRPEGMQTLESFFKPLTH
#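 Fluorescent replication assay: 50 nM final substrate added after a 15 min room-temperature compound preincubation with 10 nM enzyme. Signal taken at 0 min and again at 10 min.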
# G9a inh: blocks human histone lysine methyltransferase G9a. AID 504332. Potency, µM (highest dose often 102 µM), for inactives: at the highest dose activity, negative = inhibition, hits mostly inhibitors. G9a H3K9 monomethylation, AlphaScreen, 2 h. 350,000 tested, 8.8% active. Q96KQ7; note: % is set by controls: 0 for no effect and ±100 for the full control effect; nearly all actives have a fitted effect of over 75% in size
#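 G9a (20 nM) was preincubated 15 min with compound, then reacted 2 h at room temperature with 500 nM biotin-H3K9 peptide and 20 µM SAM. Monomethyl-H3K9 detected by AlphaScreen using anti-H3K9me1 antibody.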
# Pol beta inh: blocks human DNA polymerase beta activity | P06746 | Pol beta primer extension/strand displacement, fluorescence kinetic | Potency, µM (highest dose often 114 µM), for the others: at the top dose activity change, negative = inhibition, hits mostly inhibitors | 340,000 tested, 1.3% active | AID 485314; note: % is set by controls: 0 for no effect and ±100 for the full control effect
#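 Curves were derived by four-parameter Hill fits of normalized qHTS data. The kinetic fluorescent primer-extension read was taken at 0 and 10 min after 50 nM substrate, following a 15 min room-temperature preincubation of 10 nM enzyme with compounds.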
# Pol iota inh: DNA polymerase iota (human) inhibition | Q9UNA4 | Potency, µM (titrated, usually from 115 µM), for the others: at the highest dose activity, negative = inhibition, usual class: inhibitors | AID 588590 | Pol iota fluorescent replication assay, 10 min | 390,000 tested, 1% active
#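 Fluorescent replication assay read twice, at 0 min and 10 min after adding 50 nM (final) substrate. Enzyme (10 nM) and compounds were first incubated 15 min at room temperature; enzyme-free buffer wells were negative controls.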
# POLK inh: blocks human DNA polymerase kappa activity; purified Pol kappa, fluorescent DNA synthesis assay, 10 min; Potency, µM (series often up to 107 µM), without a hit: at the highest dose activity, negative = inhibition, actives largely listed as inhibitors; 400,000 tested, 0.53% active; note: % is set by controls: 0 for no effect and ±100 for the full control effect
#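 Kinetic fluorescence readout at 0 and 10 min followed reaction start with substrate at 50 nM final. Beforehand, enzyme (10 nM Pol kappa) stood 15 min with compound at room temperature; buffer-only wells were negative controls.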
# Apoferritin bind: candidate novel general anesthetic via apoferritin binding | P02791 | apoferritin/1-aminoanthracene competitive binding, fluorescence | Potency, µM (titrated, usually from 77.5 µM), for inactives: at the top dose activity change, negative = displacement, most hits filed as inhibitors | 350,000 tested, 0.074% active; note: % is set by controls: 0 for no effect and ±100 for the full control effect; nearly all actives have a fitted effect of over 20% in size
# Target sequence (P02791 2-175 limits assumed): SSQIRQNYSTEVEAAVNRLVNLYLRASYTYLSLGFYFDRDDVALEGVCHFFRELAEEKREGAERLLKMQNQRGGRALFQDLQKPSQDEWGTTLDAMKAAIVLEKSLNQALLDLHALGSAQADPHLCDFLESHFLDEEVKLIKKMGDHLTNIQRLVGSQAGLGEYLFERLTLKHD
#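 Horse-spleen apoferritin (10 uM) in 50% saturated 1-aminoanthracene in PBS was incubated 10 min at room temperature with compound. Fluorescence (ex 380, em 535 nm) was normalized to free and bound 1-AMA, with concentration-response fitted by a four-parameter Hill equation.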
# An asterisk follows results filed as active; ? = inconclusive; · = no result given; & = joins results of further samples; [ ] = remark or other dose. Calls come from the whole dose curve; as a rule, active = well fitted curve in the direction sought with a large enough effect; inconclusive = small, poorly fitted or top-dose-only effect, or another doubt; inactive = no such curve, though single readings can be large; an effect the other way counts as inactive or inconclusive. Potency is the fitted concentration of half-maximal effect. Some of the compounds tested. The share of hits here may be higher or lower than overall.
molecule	BLM helicase inh	APEX1 inh	BAZ2B block	POLH inh	G9a inh	Pol beta inh	Pol iota inh	POLK inh	Apoferritin bind
NC1C[C@H]1c1ccccc1 (some centres not stated)	-15.2%	18.2%	·	·	-28.1%[2.33 µM]	·	·	-11.4%[60.1 µM]	5.1%
Fc1ccc(CNCCc2c[nH]c3ccccc23)cc1	-3.3%	5.1%	?	-1.5%	?	-0.3%	23.0%	1.2%	-9.4%
CCn1ccnc1CN1CCCC(C(=O)c2cccc(C(F)(F)F)c2)C1 (configuration not stated)	-3.3%	0.6%	-21.0%	-1.1%	16.5%	-4.0%	30.5%[activator]	-21.1%	-19.6%
COc1cc(/C=C2\C(=O)NC(=O)N(c3ccccc3)C2=O)cc(OC)c1O	0.5%	10.3%	?	2.8%	?	2.5%	25.1µM*	-0.4%	-15.0%
COc1ccc(Cn2c(O)c(C=NCCCn3ccnc3)c(=O)[nH]c2=O)cc1	-1.6%	-2.2%	-3.4%	-11.3%	8.0%	41.1%	2.0%	9.4%	-9.5%
CC(CNC(=O)c1ccc(CSc2nc3ccncc3n2Cc2ccc(F)cc2)cc1)c1ccccc1 (configuration not stated)	-6.6%	·	-8.5%	-18.1%	?	-0.2%	7.4%	-7.2%	48.8%[activator]
CC(=NCCCN1CCOCC1)c1c(O)n(-c2ccccc2C)c(=O)[nH]c1=O	-0.7%	-10.0%	-4.0%	-12.4%	-21.1%[12.7 µM]	-1.8%	7.0%	7.3%	4.3%
O=C1/C(=C\c2cc3c(cc2Br)OCO3)N2CCC1CC2	-12.2%	9.8%	-9.4%	-19.7%	44.7µM*	23.4%	18.7%	0.2%	-7.1%
Cc1cccc(N2C(=O)/C(=C/N3CCN(C(=O)c4ccco4)CC3)C(=O)NC2=S)c1	-2.6%	-2.2%	-2.5%	-6.3%	?	8.7%	2.6%	-4.3%	?
CCOC(=O)[C@@H]1[C@H]2COc3ccc(Br)cc3[C@@H]2N2C(=O)N(c3cccc(C)c3)C(=O)[C@]12C	-11.0%	0.9%	-27.4%	-5.4%	9.0%	6.2%	-10.0%	-7.2%	-3.8%
COc1cccc(-c2nn3c(=O)cc(CN4CCN(C(=O)COc5ccccc5C)CC4)nc3s2)c1	-2.0%	·	4.0%	-13.5%	-3.9%[59 µM]	0.0%	5.9%	-7.1%[60.1 µM]	-11.6%
CC(=O)N1CCN(CCN=Cc2c(O)n(-c3ccc(C)cc3)c(=S)[nH]c2=O)CC1	-1.3%	10.7%	-2.0%	8.6%	-3.8%	1.5%	0.0%	-8.2%	-1.4%
O=C(Cn1nc(-c2ccccc2)ccc1=O)N1CCC2(CC1)OCCO2	2.8%	7.2%	-23.7%	-21.6%	25.1%[59 µM]	-3.4%	43.7%[activator]	-9.5%	?
CNCC[C@H](Oc1cccc2ccccc12)c1cccs1	27.2%&-1.7%	?	-28.9%	0.4%	7.3%[59 µM]	12.3%	?	4.0%	-12.4%
CCOc1ccc(CNCCc2ccc3c(c2)OCO3)cc1	-0.8%	56.0%[activator]	-21.8%	-20.2%	-8.8%	0.8%	5.8%	-13.9%	-2.9%
O=C(C1CC(c2ccccc2O)=NO1)N1CCC2(CC1)OCCO2 (configuration not stated)	-2.9%	3.0%	-7.9%	-11.6%	50.1µM*	5.3%	-4.9%[58.9 µM]	-1.4%	1.0%
O=P1(Oc2ccccc2)CC=CC(COCc2ccccc2)O1 (configuration not stated)	-1.9%	-2.8%	·	·	·	·	24.9%	0.4%	-8.1%
Cc1cc(OC(=O)c2ccco2)c2c3c(c(=O)oc2c1)CCCC3	-5.4%	30.3%[activator]	7.6%	-20.1%	14.4%[59 µM]	1.3%	11.3%	-13.6%	?
Cc1ccc(OCCOc2cccc(C=C3C(=O)NC(=O)NC3=O)c2)cc1	-5.6%	6.0%	?	5.8%	?	?	?	-10.0%	-15.7%
O=C(c1ccc2c(c1)OCO2)C1CCCN(Cc2ccccn2)C1 (configuration not stated)	-3.1%	3.1%	-25.0%	-7.5%	6.8%	0.8%	10.2%	-8.9%	-6.9%
CC(=NCCCn1ccnc1)c1c(O)n(C2CCCCC2)c(=O)[nH]c1=O	0.5%	1.4%	-17.2%	-0.4%	-2.4%	-0.9%	0.6%	-19.9%	-0.7%
C[C@H]1O[C@H](O[C@H]2[C@H](O)[C@@H](O)[C@@H](O)[C@H](O)[C@@H]2O)[C@@H](N)C[C@@H]1NC(=N)C(=O)O	0.0%	4.3%	·	·	·	·	·	-2.0%[60.1 µM]	-1.1%
CCOc1ccc(NC(=O)c2cc3c(C)nn(-c4ccccc4)c3s2)cc1	-7.1%	·	0.8%	-6.7%	-6.4%[59 µM]	0.9%	16.3%	-4.9%	28.2%
COC(=O)C1=C(c2ccc(F)cc2OCc2ccccc2)C[C@@H]2CC[C@H]1N2C(=O)NC1Cc2ccccc2C1	·	-2.1%	-7.9%	-9.4%	19.1%[2.33 µM]	·	33.2%[activator]	-3.4%	·
CCC12C=CCN3CCC4(c5ccc(OC)cc5N(C)C4[C@@](O)(C(=O)OC)C1OC(C)=O)C32 (some centres not stated)	5.5%	2.6%	·	·	·	·	·	-15.6%[60.1 µM]	-2.3%
O=C(O)COc1ccccc1	4.5%	-9.6%&-0.2%	?	-11.9%	0.6%[0.501 µM]	·	2.6%	-17.5%	·
CN1CCCCC1c1cccnc1 (configuration not stated)	·	0.8%	·	·	41.0%[59 µM]	·	·	0.4%[19.4 µM]	1.7%
O=C1NC(=O)C(=Cc2ccc(N3CCOCC3)cc2)C(=O)N1	1.3%	-1.5%	-3.2%	-15.7%	44.7µM*	2.2%	?	-9.1%	-9.1%
C=CC[N+]1(C)CC[C@]23c4c5ccc(O)c4O[C@H]2C(=O)CC[C@@]3(O)[C@H]1C5 (some centres not stated)	·	1.4%	-6.9%	-11.7%	1.58µM*	·	30.9%[activator]	-19.4%	·
COP(=O)(OC)OC=C(Cl)Cl	-6.9%	21.8%&11.8%	·	·	24.5%[59 µM]	·	·	3.6%[60.1 µM]	·
CCOCCSc1nc2c(c(-c3cccs3)c1C#N)CC/C2=C/c1cccs1	-25.6%	4.9%	11.3%	-6.6%	28.2µM*	?	12.5%	-5.4%	-7.2%
C=CCn1c(=O)c(C=Nc2cccnc2Cl)c(O)n(CCCC)c1=O	-1.5%	-4.1%	7.2%	-16.8%	4.3%[59 µM]	2.1%	-3.9%	2.2%	-11.3%
O=C(Cn1ncn2c(cc3cc(F)ccc32)c1=O)N1CCC2(CC1)OCCO2	2.8%	25.9%	-0.1%	-22.8%	-23.7%	2.8%	36.0%[activator]	-3.0%	-2.7%
O=C(Cc1cc(=O)[nH][nH]1)N/N=C/c1cccc2ccccc12	-12.6%	-0.2%	-30.6%	-4.1%	-36.8%	?	?	-2.0%[60.1 µM]	-18.1%
O=C(c1ccc2c(c1)N(Cc1c(F)cccc1Cl)C(=O)c1ccccc1S2)N1CCC2(CC1)OCCO2	-8.3%	·	·	-13.2%	-11.2%[59 µM]	0.5%	13.4%	0.0%	-14.9%
COc1cccc(N2C(=O)NC(=O)/C(=C/c3ccc4c(c3)Cc3ccccc3-4)C2=O)c1	3.3%	1.0%	44.7µM*	0.8%	7.08µM*	-19.6%	?	-17.5%	?
CN1C(=O)C(=Cc2cccnc2)C(=O)N(C)C1=O	0.4%	20.9%	-4.8%	-19.3%	·	0.5%	?	-1.3%	6.8%
CC(=O)N1c2ccc(S(=O)(=O)NCC3CCC(C(=O)Nc4cc(C)cc(C)c4)CC3)cc2CC1C (configuration not stated)	-0.1%	·	?	-3.1%	6.5%[59 µM]	0.9%	6.6%	-0.8%	-2.3%
O=C(COc1ccc(Cl)cc1)NCCc1cnc[nH]1	-2.0%	29.0%	0.9%	-9.1%	-10.0%	28.6%	25.5%	-21.2%	-0.8%
COC12C(COC(N)=O)C3=C(C(=O)C(C)=C(N)C3=O)N1CC1C2N1C (configuration not stated)	-12.3%	-7.8%	-33.0%	50.1µM*	50.1µM*	-19.3%	?	-34.9%	-3.4%

# Part of the list above in order of length of the SMILES, largest number first:
molecule	BLM helicase inh	APEX1 inh	BAZ2B block	POLH inh	G9a inh	Pol beta inh	Pol iota inh	POLK inh	Apoferritin bind
O=C(c1ccc2c(c1)N(Cc1c(F)cccc1Cl)C(=O)c1ccccc1S2)N1CCC2(CC1)OCCO2	-8.3%	·	·	-13.2%	-11.2%[59 µM]	0.5%	13.4%	0.0%	-14.9%
COc1cccc(N2C(=O)NC(=O)/C(=C/c3ccc4c(c3)Cc3ccccc3-4)C2=O)c1	3.3%	1.0%	44.7µM*	0.8%	7.08µM*	-19.6%	?	-17.5%	?
CN1C(=O)C(=Cc2cccnc2)C(=O)N(C)C1=O	0.4%	20.9%	-4.8%	-19.3%	·	0.5%	?	-1.3%	6.8%
O=C(COc1ccc(Cl)cc1)NCCc1cnc[nH]1	-2.0%	29.0%	0.9%	-9.1%	-10.0%	28.6%	25.5%	-21.2%	-0.8%

# Other structures follow:
molecule	BLM helicase inh	APEX1 inh	BAZ2B block	POLH inh	G9a inh	Pol beta inh	Pol iota inh	POLK inh	Apoferritin bind
CC(=O)c1ccc(OCC(=O)N2CCCC(N(C)Cc3ccccc3)C2)cc1 (configuration not stated)	-4.4%	13.2%	-14.9%	-16.0%	-1.0%	4.1%	22.9%	-6.7%	-5.2%
CCC(C)n1c(O)c(C(c2ccccn2)c2c(O)n(C(C)CC)c(=S)[nH]c2=O)c(=O)[nH]c1=S (configuration not stated)	-3.2%	0.1%	35.5µM*	-13.9%	11.2µM*	2.7%	26.9%	-2.7%	-0.3%
Oc1ccc2c3c1O[C@H]1c4[nH]c5ccccc5c4C[C@@]4(O)[C@@H](C2)N(CC2CC2)CC[C@]314	·	2.3%	-1.7%	-15.0%	?	·	12.6%	-22.4%	·
O=C(N/N=C/c1c(O)n(Cc2ccccc2)c(=O)[nH]c1=O)c1ccncc1	-2.7%	4.0%	50.1µM*	-13.7%	-37.4%	2.6%	-25.5%[58.9 µM]	-25.1%	-9.3%
